High-throughput results: PubChem, Broad Institute
PglD DTNB – C. jejuni PglD acetyltransferase inhibitors, primary screen, biochemical, DTNB colorimetric, single point | purified PglD enzyme, DTNB colorimetric CoA detection | inhibition, % at 12.5 µM | 360,000 compounds, 0.098% hits | AID 602405, 2012; in the data active means inhibition above about 16%, passing the limit was not always enough; further: strong numbers were not always called active
F508del corr – F508del CFTR correction, initial screen, CFBE line, single point. CFBE cells, YFP halide quenching; stimulated with forskolin plus potentiator P3; % fluorescence drop versus neutral controls. activity (quench increase), % at 7.58 µM. 350,000 compounds, 0.36% hits. AID 720511, 2013;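 active means mean added fluorescence quench of at least 8% versus neutral control, with both replicates also reaching 8%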;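 further: cells transiently co-express mutant CFTR-F508del with the halide-sensitive YFP; corrector assay measuring rescue of mutant channel to the surface after 24 h compound exposure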
FN deposit inh – inhibitors of fibronectin matrix deposition, primary screen, AH1F cells, Alexa488-fibronectin fluorescence, plate reader. AH1F fibroblasts, overnight. 350,000 compounds, 0.086% hits. inhibition, % at 12.6 µM;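 active means mean inhibition across replicates of 30% or more, regardless of how many single replicates reach that level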;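 further: positive control wells lacked labelled fibronectin entirely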
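Material: AH1F fibroblasts assembling fluorescent fibronectin matrix; amount: 10000 AH1F cells/well; medium: DMEM, 2% serum; reagent: Alexa488-fibronectin, 24 nM final in well; dosing: single compound dose, delivered by pin transfer; incubation: 1 h adhesion, overnight exposure; detection: fluorescence after three HBSS washes, excitation 485 nm, emission 525 nm; measure: fibronectin deposition inhibition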
C2C12 statin – suppressors of statin myotoxicity in C2C12 myotubes, primary screen, cell-based, single point, plate reader; C2C12 myotubes + simvastatin, ATP luminescence, 48 h; scaled: DMSO 0, geranylgeraniol control 100; AID 602340, 2012; 330,000 compounds, 0.78% hits; rescue of ATP level, % at 7.49 µM;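 active means mean ATP rescue above about 67%, or every replicate alone reaching that limit, limit read from the data, passing the limit was not always enough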;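 further: myotubes were challenged with 10 µM simvastatin during compound exposure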
GSIS activator – GLuc luminescence reporter in INS-1E cells, primary screen for activators of glucose-dependent secretion of insulin; INS-1E GLuc reporter insulin secretion, 2-3 h; activation, % at 16.6 µM; 370,000 compounds, 0.61% hits;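 active means lowest replicate activation of at least 40%, so every replicate reaches that level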;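 further: 0% = median of neutral control wells and 100% = median of IBMX positive control wells; some compounds called inactive have numbers as strong as hits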
PGC1a acetyl inh – inhibitors of PGC1a acetylation signal, primary screen, cell-based, U2OS, AlphaScreen, inhibitor mode; AlphaScreen anti-acetyl-lysine; with virally co-expressed GCN5 acetyltransferase; inhibition, % at 15.6 µM; 350,000 compounds, 0.17% hits;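 active means every replicate shows inhibition of at least 40%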;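 further: 0% = neutral control wells and 100% = positive control wells; some results beyond the cut were filed as inactive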
miR-122 sensor – miR-122 Renilla sensor signal increase in Huh7, primary screen, miR-122 inhibitor project, cell-based, single point, plate reader | Huh7 miR-122 Renilla luciferase sensor, 48 h; neutral wells = 0, positive control = 100 | activation (reporter increase), % at 12.5 µM | 340,000 compounds, 0.3% hits | AID 602342, 2012;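 active means mean replicate activation score at least 90 and every replicate individually at or above 90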;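 further: higher luciferase means less miR-122 activity so hits act as miR-122 inhibitors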
Cneo AK release – Cryptococcus neoformans cell lysis inducers, primary screen, AK release luminescence, single concentration. C. neoformans lysis, adenylate kinase release luminescence, 4 h; normalised: neutral wells 0, clomiphene wells 100. lysis activity, % at 15 µM. 360,000 compounds, 0.2% hits;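 active means mean lysis activity across replicates of at least 80%, whatever share of replicates individually reach that level; inactive means mean lysis activity below 80%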
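Schedule: static 4 h at 37 °C with compound, 1 h detection; system: C. neoformans cells; benchmarks: Clomiphene as positive control; buffer or medium: fresh YPD medium; measure: luminescence rise reflecting yeast cell lysis; measured by: luminescent adenylate kinase detection reagent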
* = called active by the depositor; · = not tested or not shown; & = joins results of further samples; ! = repeats disagree; [ ] = remark or other dose.

1. COc1ccc(CN2CCNC(=O)C2CC(=O)NCCCn2nnc3ccccc32)cc1C (stereo not given)
2. CC(=O)N(C)C[C@@H]1Oc2ncc(C#Cc3ccccn3)cc2C(=O)N([C@H](C)CO)C[C@H]1C
3. O=[N+]([O-])c1ccc(N2CCN(c3ccccc3Cl)CC2)cn1
4. CC(CCC(=O)O)C1CCC2C3C(O)CC4CC(O)CCC4(C)C3CC(O)C12C (stereo not given)
5. CCCN1CCC(=O)N(CCSc2ccc(NC(C)=O)cc2)CC1
6. O=C1/C(=C/c2ccncc2)Oc2cc(OS(=O)(=O)c3ccccc3)ccc21
7. COCCCNC(=O)COc1cc(C)c(Cl)c(C)c1
8. O=C1N[C@@H](Cc2ccccc2)COC(=O)[C@H](Cc2ccc(F)cc2)CC/C=C/C[C@H]1CC(=O)N(CCO)Cc1ccccc1
Assay by compound	1	2	3	4	5	6	7	8
PglD DTNB	3	4	·	2&1	-1	8	2	2
F508del corr	0.2	-1.5	2.1	-0.6&1.2	-1.4	-2.5	·	-1.1
FN deposit inh	-7	·	-5	-14&-6	8	6	-13	-4
C2C12 statin	9	0	-1	6&5	6	24	3	14
GSIS activator	19	6	14	-8	1	0	·	-55
PGC1a acetyl inh	6	·	·	-12&0	·	-11	10	·
miR-122 sensor	-1	5[16.7 µM]	-7	-6&-15	2	-5	-3	-10
Cneo AK release	-2	40	·	0&1	2	0	-1	5

9. CON(C)C(=O)c1ccccc1N(C)C(=O)OC(C)(C)C
10. CN1c2ccc(-c3ccccc3F)cc2[C@H]2[C@H](CCN2C(=O)Cc2ccccn2)[C@H]1CO
11. C[C@H]1CN([C@@H](C)CO)C(=O)c2cc(C#Cc3ccccc3)cnc2O[C@@H]1CN(C)C(=O)CCN1CCCCC1
12. COCC(C)n1c(C)cc(C(=O)COC(=O)c2nn(C)c(=O)c3ccccc23)c1C (stereo not given)
13. COc1ccc2cc(OCC(=O)NNC(=O)Nc3ccc(F)cc3)ccc2c1
14. O=C(O)c1ccccc1/C=N/NC(=O)C1CCCCC1
15. CCOC(=O)CN(C(=O)c1snc(C(N)=O)c1N)C(C(=O)NCCC(C)C)c1ccc(C)cc1 (stereo not given)
16. O=C(O)c1ccc(Cn2cnc3sc4c(c3c2=O)CCCC4)cc1
Assay by compound	9	10	11	12	13	14	15	16
PglD DTNB	5	-5	-1	-2	-3	1	3	4
F508del corr	2.9	-2.7	3.0	-1.3	-0.7	0.2	2.5	-0.3
FN deposit inh	2	1	·	3	·	5	-3	-1
C2C12 statin	9	11	-3	1	·	3	4	-3
GSIS activator	5	0	-16	11	14	-5	-19	24
PGC1a acetyl inh	0	-7	4	4	-6	13	-3	-10
miR-122 sensor	4	0[16.7 µM]	-3[16.7 µM]	2	-3	-5	-8	2
Cneo AK release	-11	0	2	-2	-2	0	-4	-3

17. O=C(NCCOc1ccccc1)[C@@H]1CCCN1C(=O)c1cccs1
18. CC1=C(C(=O)N(C(C)C)C(C)C)CC(CC(=O)NCCN2CCOCC2)C(=O)N1CCC1=CCCCC1 (stereo not given)
19. CN(C)c1ccc(NC(=O)COC(=O)c2cc(Cl)ccc2[N+](=O)[O-])cc1
20. Cc1ccc(NC(=O)[C@H](Cc2ccccc2)NC(=O)CC[C@H]2O[C@@H](n3ccc(=O)[nH]c3=O)[C@H](O)[C@@H]2O)cc1C
21. O=C(NC1CCCC1)C(c1ccccn1)N(C(=O)c1csnn1)C1CC1 (stereo not given)
22. CCN1Cc2cc(OC)ccc2-c2ccccc2S1(=O)=O
23. C[C@@H]1CN([C@@H](C)CO)C(=O)c2cc(Br)cnc2O[C@H]1CN(C)C(=O)C1CC1
24. COc1ccc(C(=O)OCCOc2ccccc2C(C)=O)c(O)c1
Assay by compound	17	18	19	20	21	22	23	24
PglD DTNB	-3	-5	1	-2	3	6	-1&-2	·
F508del corr	7.3	1.0	·	1.1	·	0.4	1.5&-4.8&-2.1	-3.4
FN deposit inh	4	-1	-24	0	1	3	2&-6	-12
C2C12 statin	5	-2	4	-8	10	1	5&28&-5	·
GSIS activator	·	3	-2	3	·	11	46*!	2
PGC1a acetyl inh	0	6	10	-4	·	1	8&6&1	-10
miR-122 sensor	-3	1	4	9	27	2	-9	·
Cneo AK release	1	7	1	1	7	-4	-2&-3	·

25. COc1cccc(CNC(=O)C2CCC(=O)N(CCc3cccc(F)c3)C2)c1 (stereo not given)
26. CCN(CC)CCNC(=O)c1ccc2c(=O)n(CCc3ccccc3)c(=O)[nH]c2c1
27. COc1ccc([N+](=O)[O-])cc1NC(=O)COC(=O)C12CC3CC(CC(O)(C3)C1)C2
28. COc1c(S(=O)(=O)N2CCCC2)ccc(Cl)c1Cl
29. NS(=O)(=O)c1cccc(NC(=O)COC(=O)c2ccccc2SCC(=O)N2CCCC2)c1
30. C[C@@H]1CN([C@H](C)CO)C(=O)c2cc(-c3cncnc3)cnc2O[C@H]1CN(C)Cc1ccc(Oc2ccccc2)cc1
31. Cc1ccc2nsnc2c1S(=O)(=O)Nc1cccc2nsnc12
32. CCCCNC(=S)Nc1ccc(C(F)(F)F)cc1
Assay by compound	25	26	27	28	29	30	31	32
PglD DTNB	-3	4	-2	-8	3	·	-2	-2
F508del corr	1.6	·	3.0	·	4.2	0.7	·	-1.2
FN deposit inh	-4	-3	·	·	·	·	·	-5
C2C12 statin	-28	0	-5	29	-1	3	11	-28
GSIS activator	11	·	-8	·	11	-6	-20	-50
PGC1a acetyl inh	-4	-16	·	7	7	-13	55	1
miR-122 sensor	-1	2	-2	-2	·	-38[16.7 µM]	2	18
Cneo AK release	3	-1	-1	-5	-4	·	5	27

33. CNC[C@H]1Oc2c(NC(=O)Nc3ccc(C(F)(F)F)cc3)cccc2C(=O)N([C@H](C)CO)C[C@H]1C
34. NC(=O)c1ccc2c(c1)OCCO2
35. CC(=O)c1c(C)[nH]c(C(=O)NCc2ccccc2F)c1C
36. Cc1ccccc1C(=O)c1c[nH]c(C(=O)NCc2ccco2)c1
37. Oc1ccc2n[nH]nc2c1
38. CO[C@@H]1CN(C)C(=O)c2ccc(NC(C)=O)cc2OC[C@@H](C)N(C(=O)C2CCCCC2)C[C@H]1C
39. CC(C)NC(=O)Nc1ccc2c(c1)C(=O)N([C@H](C)CO)C[C@@H](C)[C@H](CN(C)CC1CCCCC1)OCCCC[C@@H](C)O2
40. CCC(=O)c1ccc(OCC(=O)c2ccc3c(c2)NC(=O)CO3)cc1
Assay by compound	33	34	35	36	37	38	39	40
PglD DTNB	4	-10	3	2	5	-4	-6	·
F508del corr	0.9	·	1.4	·	·	1.0	2.8	-0.8
FN deposit inh	-3	·	1	·	-1	-6	11	7
C2C12 statin	5	·	-8	-13	3	10	·	·
GSIS activator	-12	·	-3	-5	9	-2	6	-4
PGC1a acetyl inh	-1	-2	-7	-1	2	·	12	-12
miR-122 sensor	-9[16.7 µM]	-3	7	23	0	-2[16.7 µM]	4[16.7 µM]	·
Cneo AK release	-2	-1	2	0	0	1	-7	·

In the list so far, these contain a Cl atom.
3. O=[N+]([O-])c1ccc(N2CCN(c3ccccc3Cl)CC2)cn1
7. COCCCNC(=O)COc1cc(C)c(Cl)c(C)c1
19. CN(C)c1ccc(NC(=O)COC(=O)c2cc(Cl)ccc2[N+](=O)[O-])cc1
28. COc1c(S(=O)(=O)N2CCCC2)ccc(Cl)c1Cl
Assay by compound	3	7	19	28
PglD DTNB	·	2	1	-8
F508del corr	2.1	·	·	·
FN deposit inh	-5	-13	-24	·
C2C12 statin	-1	3	4	29
GSIS activator	14	·	-2	·
PGC1a acetyl inh	·	10	10	7
miR-122 sensor	-7	-3	4	-2
Cneo AK release	·	-1	1	-5

Following part.
41. Cc1cc(C)n(-c2ccc(C(=O)N3CCN(c4ccccn4)CC3)cc2)n1
42. O=C(CSc1nc2ccc(S(=O)(=O)N3CCOCC3)cc2[nH]1)N1CCOCC1
43. Cc1ccc2c(COC(=O)c3ccccc3F)cc(=O)oc2c1
44. COCCNC(=O)C1(C)CCN(Cc2cccc(Oc3ccccc3)c2)C1 (stereo not given)
45. COCC(=O)N1C[C@H]2[C@@H](c3ccccc31)[C@H](CO)N2C(=O)c1ccncc1
46. C[C@@H]1CCCCO[C@H](CN(C)S(=O)(=O)c2cccs2)[C@@H](C)CN([C@@H](C)CO)C(=O)c2cc(N(C)C)ccc2O1
47. O=C(O)c1ccc(COCC(F)(F)C(F)F)o1
48. CCOC(=O)C(=O)Nc1ccc(S(=O)(=O)Nc2nccs2)cc1
Assay by compound	41	42	43	44	45	46	47	48
PglD DTNB	-7	-12	-3	1	-4	0	1	-2
F508del corr	-8.8	·	-0.1	-2.0	-1.1	1.0	·	0.7
FN deposit inh	-7	·	1	·	·	·	·	4
C2C12 statin	-3	·	-11	4	3	15	·	1
GSIS activator	·	·	26	·	17	2	·	-10
PGC1a acetyl inh	15	-5	·	5	3	-3	4	2
miR-122 sensor	-12	18	19	-6	12[16.7 µM]	25[16.7 µM]	-10	-3
Cneo AK release	0	-1	4	8	41	-2	2	3

49. CN(C(=O)c1cccc(NC(=O)Cc2ccc(NC(=O)C3CCN(C(=O)C4CCC4)CC3)cc2)c1)C1CC1
50. C[C@H]1CCCCO[C@H](CN(C)C)[C@@H](C)CN([C@@H](C)CO)C(=O)c2cc(NS(=O)(=O)c3ccccc3)ccc2O1
51. C[C@@H]1CN([C@H](C)CO)C(=O)c2cccc(NC(=O)c3cnccn3)c2O[C@H]1CN(C)Cc1ccc(Oc2ccccc2)cc1
52. O=C(Cn1nc(-c2ccccc2)ccc1=O)N1CCOCC1
Assay by compound	49	50	51	52
PglD DTNB	-6	2	0	0
F508del corr	2.6	0.9	2.4	-4.5
FN deposit inh	0	-1	·	-5
C2C12 statin	-7	2	9	1
GSIS activator	-7	10	-16	·
PGC1a acetyl inh	1	0	1	6
miR-122 sensor	-5	2[16.7 µM]	2[16.7 µM]	-6
Cneo AK release	0	54	-4	4

Retrieved one by one from above, two records:
6. O=C1/C(=C/c2ccncc2)Oc2cc(OS(=O)(=O)c3ccccc3)ccc21
48. CCOC(=O)C(=O)Nc1ccc(S(=O)(=O)Nc2nccs2)cc1
Assay by compound	6	48
PglD DTNB	8	-2
F508del corr	-2.5	0.7
FN deposit inh	6	4
C2C12 statin	24	1
GSIS activator	0	-10
PGC1a acetyl inh	-11	2
miR-122 sensor	-5	-3
Cneo AK release	0	3
